MBD2 inh = blocks human MBD2 binding to methylated DNA | inhibition, % at 4.4 µM | 0.31% of 370,000 active | Q9UBB5 | TR-FRET, MBD2 binding to methylated oligonucleotide; in the data active = inhibition above about 13%
PLCg1 inh = PLC-gamma1 (human) inhibition, primary screen; purified PLC-gamma1, fluorogenic substrate, fluorescence; P19174; 0.84% of 370,000 active; inhibition, % at 12.2 µM; in the data active = inhibition above about 9.5%
SMARCA2 act = increases SMARCA2 function in MMTV reporter cells; MG213 cells, MMTV-luciferase reporter, dexamethasone, overnight; 1% of 370,000 active; activation, % at 9.1 µM; in the data active = activation above about 7.8%;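 note: 0% = vehicle wells and 100% = reference activator wells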
ssDAF12 agonist = activates DAF-12 receptor from parasite S. stercoralis. HEK293 ssDAF-12/GRIP1 lit1-tk-luc reporter, luminescence; % of 3 µM dafachronic acid response. AID 652126. activation, % at 6.8 µM. 1% of 370,000 active;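 active = activation above the mean over all tested compounds plus 3 SD, cut at about 0.9% in these data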;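 note: 0% = DMSO-only wells and 100% = 3 µM delta7-dafachronic acid wells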
DAX1 inh-1 = inhibits human nuclear receptor DAX1 | P51843 | HEK293 Gal4-DAX1 luciferase reporter, luminescence | inhibition, % at 6.75 µM | 0.99% of 340,000 active | AID 504766;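 active = inhibition above the mean over all tested compounds plus 3 SD, cut at about 4.2% in these data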;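 note: 0% = DAX1-transfected cells with DMSO and 100% = empty-vector control cells with DMSO; inhibition shows as a rise in luminescence from relieved DAX1 repression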
Target sequence (P51843 207-470 limits assumed): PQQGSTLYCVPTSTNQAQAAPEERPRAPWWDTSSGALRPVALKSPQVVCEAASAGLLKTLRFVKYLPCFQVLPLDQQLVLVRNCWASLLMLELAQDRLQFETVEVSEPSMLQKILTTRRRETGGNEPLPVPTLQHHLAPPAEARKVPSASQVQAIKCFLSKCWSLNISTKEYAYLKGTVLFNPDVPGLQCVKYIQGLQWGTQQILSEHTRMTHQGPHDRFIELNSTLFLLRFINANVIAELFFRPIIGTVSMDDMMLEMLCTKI
ADAM17 inh = ADAM17 inhibition, QFRET primary screen | P78536 | recombinant ADAM17, EDANS/DABCYL FRET peptide cleavage | inhibition, % at 6.95 µM | 0.83% of 370,000 active | AID 720648;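 active = inhibition above the mean of compounds lying between control limits plus 3 SD, set per campaign, cut at about 8.5% in these data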;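 note: 0% = DMSO-only wells as the low control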
Target sequence (P78536 215-824 limits assumed): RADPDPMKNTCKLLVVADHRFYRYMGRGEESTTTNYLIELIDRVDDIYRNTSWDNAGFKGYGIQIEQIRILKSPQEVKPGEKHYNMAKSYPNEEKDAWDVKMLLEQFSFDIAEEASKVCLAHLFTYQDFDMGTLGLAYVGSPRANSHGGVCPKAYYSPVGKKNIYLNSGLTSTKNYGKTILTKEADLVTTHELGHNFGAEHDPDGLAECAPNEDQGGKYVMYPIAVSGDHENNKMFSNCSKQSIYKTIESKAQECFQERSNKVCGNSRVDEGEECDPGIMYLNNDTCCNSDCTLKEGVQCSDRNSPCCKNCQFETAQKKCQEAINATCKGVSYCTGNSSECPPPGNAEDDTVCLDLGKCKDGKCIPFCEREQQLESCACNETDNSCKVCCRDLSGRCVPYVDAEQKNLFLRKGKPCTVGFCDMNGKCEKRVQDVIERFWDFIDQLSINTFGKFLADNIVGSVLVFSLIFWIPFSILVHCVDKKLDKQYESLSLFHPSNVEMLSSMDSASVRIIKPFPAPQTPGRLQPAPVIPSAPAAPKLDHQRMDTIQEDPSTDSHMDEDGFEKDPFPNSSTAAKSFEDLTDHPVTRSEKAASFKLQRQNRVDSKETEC
hgDAF12 agonist = activates the H. glycines DAF-12 receptor ligand-binding domain. HEK293 GAL4-hgDAF12 UAS-luciferase reporter, agonist luminescence; normalized to butyrate control. activation, % at 6.8 µM. 1.8% of 370,000 active;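 active = activation above a cutoff set at the mean of all screened compounds plus 3 SD, cut at about 10% in these data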;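 note: 0% = DMSO wells and 100% = sodium butyrate wells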
PLCb3 inh = inhibitors of human phospholipase C beta3. Purified PLC-beta3, fluorogenic substrate, fluorescence. inhibition, % at 12.2 µM. 0.18% of 370,000 active; in the data active = inhibition above about 11%;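 note: 0% = median of compound wells on plate and 100% = full blocker control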
DAX1 inh-2 = inhibitors of DAX1 repression of SF-1 activated StAR promoter | HEK293T StAR-luciferase reporter, SF-1/DAX-1 repression relief | 1.1% of 370,000 active | inhibition, % at 6.8 µM | AID 652010;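 active = inhibition above the mean over all tested compounds plus 3 SD, cut at about 3.6% in these data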;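 note: 0% = DAX-1 cells with DMSO and 100% = cells lacking DAX-1 with DMSO; higher inhibition means more luminescence from relief of DAX-1 repression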
hcDAF12 agonist = H. contortus DAF-12 activation, primary screen; 1.4% of 370,000 active; activation, % at 6.8 µM; AID 652067; HEK293 hcDAF-12 lit1-tk-luc reporter, luminescence; 0% DMSO, 100% Δ7-dafachronic acid;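 active = activation above the mean of all tested compounds plus 3 SD, cut at about 5.5% in these data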;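 note: 100% = response to 3 µM Δ7-dafachronic acid high control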
NR1D1 modulator = Rev-erb alpha (human) modulation; P20393; Rev-erbα–FITC-DNA binding, fluorescence polarization, 90 min; activity, % at 10 µM; 0.79% of 370,000 active;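 active = activity above about 14%, limit read from the data; passing the limit was not always enough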;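 note: 0% = DMSO wells with 35 nM protein and 100% = DMSO wells with 750 nM protein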
The depositor's hits bear a star; / = no result given.

SMILES	MBD2 inh	PLCg1 inh	SMARCA2 act	ssDAF12 agonist	DAX1 inh-1	ADAM17 inh	hgDAF12 agonist	PLCb3 inh	DAX1 inh-2	hcDAF12 agonist	NR1D1 modulator
CC1CCN(S(=O)(=O)c2ccc(-c3nnc(SCc4cccnc4)o3)cc2)CC1	-5	8	-3	-0.7	-0.2	3	-0.2	7	-0.1	-0.4	11
CN(Cc1cccs1)C(=O)C1CCN(S(=O)(=O)c2ccccc2)CC1	3	2	-1	-1.6	-0.5	-5	2.3	-5	-1.0	-1.7	-3
Cc1ccc(C(C)C)cc1C(=O)CC1(O)C(=O)N(C)c2ccccc21 (stereo not given)	5	-2	-4	0.0	0.0	0	-0.7	-2	0.3	-0.1	1
CCN(CC)CCNc1c(C)cc(CO)c(Cl)c1C	7	5	1	-1.1	2.5	1	4.0	0	-1.1	-1.0	1
O=C(O)c1cccc(-c2ccc(/C=N/n3cnnc3)o2)c1	-8	-9	5	-0.8	3.8	-14	2.8	-22	0.3	0.2	5
CCCc1cc(C(=O)Nc2cc(C)ccc2O)no1	6	3	5	-0.4	1.9	0	1.7	-9	1.6	1.2	1
Cc1ccccc1-c1nnc(SCC(=O)NC2CCCC2)n1C	1	1	-1	-0.2	0.6	-7	0.6	-14	1.5	2.8	4
CCn1c(=N)c(S(=O)(=O)c2ccc(F)cc2)cc2c(=O)n3ccccc3nc21	-5	-56	1	-0.9	0.6	-113	-0.9	-77	-0.2	-0.2	-6
COc1ccc(N(CN2C(=O)C3CC=CCC3C2=O)C(=O)c2ccco2)cc1 (stereo not given)	-1	0	-2	-0.9	-0.2	-4	-0.1	-2	-0.1	0.3	8
COc1cc(OC)c2ccc(=O)oc2c1C(CCN1CCN(c2ccccc2)CC1)c1ccc2c(c1)OCO2 (stereo not given)	5	-30	3	-1.7	0.1	-3	-2.7	-43	0.9	-1.6	2
Cc1ccc(NC(=O)Cn2cc(C(F)(F)F)cc(Cl)c2=O)cc1S(=O)(=O)N1CCCCC1	1	0	-1	-0.8	0.1	4	-0.1	-3	-0.5	-0.2	10
Cc1cccc(N(CC(=O)NCc2ccc3c(c2)OCO3)C(=O)CCC(=O)Nc2ccccn2)c1	4	3	0	-1.3	-0.1	-4	1.4	-1	-0.8	-1.5	-1
O=C(CN1CCN(Cc2ccccc2)C1=O)NCCCN1CCOCC1	2	0	3	-1.4	0.1	-2	2.7	4	-0.3	-2.9	-4
CCc1ccc(C(=O)COC(=O)CNC(=O)c2ccc(N3C(=O)c4ccccc4C3=O)cc2)cc1	3	2	-2	-0.9	0.3	-2	-0.2	-1	-0.3	2.6	2
CCOc1cc(N2CCCC2)ccc1[N+](=O)[O-]	-9	7	-2	-0.9	-0.6	9.3*	-1.5	4	-1.1	-3.6	7
COc1ccc(C2c3ccc(O)cc3Oc3ncn(CCN4CCOCC4)c(=N)c32)cc1 (stereo not given)	3	-1	0	-1.2	1.2	-13	-0.6	-11	0.1	-1.4	7
COc1ccc(C2NC(=O)NC(C)=C2C(=O)Nc2cccc(C)c2C)cc1 (stereo not given)	0	0	1	-0.9	1.1	-1	-0.4	3	-0.6	-1.8	-6
C[C@@H]1CCCCO[C@@H](CN(C)S(=O)(=O)c2ccc(F)cc2)[C@@H](C)CN([C@H](C)CO)C(=O)c2cc(NC(=O)c3ccccc3)ccc2O1	-5	-1	-4	-1.2	1.2	1	-4.0	2	-0.7	-1.4	-4
Cc1ccc(N=Nc2ccc3ccccc3c2O)cc1	1	-2	-3	-0.6	3.6	-7	-2.3	-2	0.2	5.4	3
CCc1ccccc1-n1nnnc1SCC(=O)Nc1cc(C)on1	3	-3	-2	-1.3	-1.4	0	2.5	-2	-0.3	-1.8	0
Clc1cccc(Cl)c1COc1ccncc1	-1	0	0	-1.2	1.3	-1	1.6	5	0.1	-0.8	-4
Cc1cccc(CCNS(=O)(=O)c2ccc3c(c2)NC(=O)CS3)c1	3	-4	-3	-0.7	-0.2	0	1.4	-10	-0.2	-1.3	-1
O=S1c2ccccc2Sc2ccccc21	-5	-1	-1	-0.8	0.0	-5	-0.7	-1	0.6	-0.1	0
COCCN(CCOC)C(=O)COC(=O)c1cc([N+](=O)[O-])ccc1Cl	-5	5	-2	-1.4	1.2	-4	1.3	3	0.5	-1.9	7

Complete entries, quoted from the list. Values in the order: MBD2 inh, PLCg1 inh, SMARCA2 act, ssDAF12 agonist, DAX1 inh-1, ADAM17 inh, hgDAF12 agonist, PLCb3 inh, DAX1 inh-2, hcDAF12 agonist, NR1D1 modulator
Record of COc1ccc(C2c3ccc(O)cc3Oc3ncn(CCN4CCOCC4)c(=N)c32)cc1 (stereo not given) : 3, -1, 0, -1.2, 1.2, -13, -0.6, -11, 0.1, -1.4, 7
Record of COCCN(CCOC)C(=O)COC(=O)c1cc([N+](=O)[O-])ccc1Cl : -5, 5, -2, -1.4, 1.2, -4, 1.3, 3, 0.5, -1.9, 7

Going on with the list.
SMILES	MBD2 inh	PLCg1 inh	SMARCA2 act	ssDAF12 agonist	DAX1 inh-1	ADAM17 inh	hgDAF12 agonist	PLCb3 inh	DAX1 inh-2	hcDAF12 agonist	NR1D1 modulator
Cc1cccc(Nc2nnc(-c3ccc(C(=O)N4C[C@H]5C[C@H](C4)c4cccc(=O)n4C5)cc3)c3ccccc23)c1	-2	-65	-1	-1.3	-1.1	-1	-1.8	-82	0.0	-2.7	0
COc1ccc(N(C(=O)c2snc(C(N)=O)c2N)C(C(=O)NC2CCCCC2)c2ccc(F)cc2)c(OC)c1 (stereo not given)	-5	-1	-2	-0.3	-0.2	-1	0.9	-8	-0.1	-2.3	-11
COc1ccc(CNC(=O)c2ccc(S(=O)(=O)N3CCCC3)cc2)cc1OC	2	3	-2	-1.4	-0.1	0	-1.9	6	-1.1	-2.5	-1
CC1CC(C)CN(C(=O)COC(=O)CCc2nc3ccccc3c(=O)[nH]2)C1 (stereo not given)	1	0	0	-1.5	1.1	0	1.7	4	-0.1	-1.0	-11
Cc1ccc(CNC(=O)CCC2CCCN(Cc3cccc4c3OCO4)C2)o1 (stereo not given)	0	-3	0	-1.0	3.5	-4	-2.0	-8	-0.4	-1.2	-4
CC(Sc1n[nH]c(-c2cccs2)n1)C(=O)Nc1ccccc1F (stereo not given)	-2	1	5	-1.1	-0.8	3	0.3	-6	0.2	-1.3	4
CC1CCN(c2oc(Cc3cccc4ccccc34)nc2C#N)CC1	4	1	0	-1.1	1.5	-1	1.3	1	0.2	-2.3	-3
C[C@@H]1CN([C@@H](C)CO)C(=O)c2cc(N(C)C)ccc2O[C@@H]1CN(C)Cc1ccncc1	-1	-49	0	1.3*	1.2	-11	1.7	-74	0.2	-1.1	1
COc1ccccc1Cn1nnc2c(=O)[nH]c(C3CCN(C(=O)c4ccc(F)cc4)CC3)nc21	-3	1	-3	-0.8	1.3	-5	0.1	-1	-0.1	-1.6	1
NNC(=O)c1ccc(S(=O)(=O)N2CCc3ccccc32)cc1	4	-1	0	-1.0	0.9	0	0.8	-8	-0.5	-1.7	-3
Cc1cc(OCC(=O)NC2CC2)c2c(C)c(C)c(=O)oc2c1	1	-74	-2	-0.2	0.5	-57	3.3	-111	-0.8	0.9	-4
N#C/C(=C(/O)COc1ccccc1)c1nc2ccccc2s1	-2	-3	-2	-1.4	3.9	-3	-0.5	-5	0.4	1.4	-3
OC(CNCc1ccco1)Cn1c2ccc(Br)cc2c2cc(Br)ccc21 (stereo not given)	-2	6	2	-0.5	1.1	0	-0.1	0	-0.5	0.3	3
COc1ccc(CCN2C(=O)COc3ccccc3C2C(=O)Nc2ccc3c(c2)OCCO3)cc1OC (stereo not given)	4	1	0	-1.3	/	-2	-0.1	-1	0.5	-0.5	4
Cc1cccc(-n2c(C)n[nH]c2=S)c1	-6	-1	-4	-1.8	1.2	-5	-0.2	0	0.7	-1.7	3
O=C(CSc1ncn[nH]1)NCCCc1ccccc1	-2	6	0	-1.0	1.1	0	0.3	4	-0.6	1.3	-3
COc1cc2c(C(=O)NC3CCCCCC3)cn(C)c(=O)c2cc1OC	-2	-4	2	-1.4	-0.6	-1	-0.6	-3	-0.1	0.5	-3
CC1Cc2ccccc2N1Cc1nc2scc(-c3cccs3)c2c(=O)[nH]1 (stereo not given)	-7	-26	-2	0.3	-1.2	0	-1.1	-30	-0.1	-0.5	0
COc1ccc(C2=NO[C@@H]3C(=O)N(Cc4ccccc4)C(=O)[C@H]23)c(OC)c1	3	1	0	-1.3	/	-2	2.2	-4	-0.3	-0.3	1
Cc1nc2ncnn2c(N2CCCC(C(=O)Nc3ccccc3Br)C2)c1C (stereo not given)	-6	2	-2	-2.3	-1.7	0	-3.8	0	-2.3	-3.5	7
C[C@H]1COC(=O)[C@H](Cc2ccc(F)cc2)CC/C=C/C[C@@H](CC(=O)N(CCO)Cc2ccccc2)C(=O)N1	-4	4	-3	-1.4	-1.8	-2	-0.5	-1	-0.7	-0.1	3
Clc1ccc2nc(CSc3nnc4ccccn34)cn2c1	6	-12	4	0.3	3.0	-7	9.1	-11	5.1*	5.6*	1

In the list so far, these contain fluorine.
SMILES	MBD2 inh	PLCg1 inh	SMARCA2 act	ssDAF12 agonist	DAX1 inh-1	ADAM17 inh	hgDAF12 agonist	PLCb3 inh	DAX1 inh-2	hcDAF12 agonist	NR1D1 modulator
CCn1c(=N)c(S(=O)(=O)c2ccc(F)cc2)cc2c(=O)n3ccccc3nc21	-5	-56	1	-0.9	0.6	-113	-0.9	-77	-0.2	-0.2	-6
Cc1ccc(NC(=O)Cn2cc(C(F)(F)F)cc(Cl)c2=O)cc1S(=O)(=O)N1CCCCC1	1	0	-1	-0.8	0.1	4	-0.1	-3	-0.5	-0.2	10
C[C@@H]1CCCCO[C@@H](CN(C)S(=O)(=O)c2ccc(F)cc2)[C@@H](C)CN([C@H](C)CO)C(=O)c2cc(NC(=O)c3ccccc3)ccc2O1	-5	-1	-4	-1.2	1.2	1	-4.0	2	-0.7	-1.4	-4
COc1ccc(N(C(=O)c2snc(C(N)=O)c2N)C(C(=O)NC2CCCCC2)c2ccc(F)cc2)c(OC)c1 (stereo not given)	-5	-1	-2	-0.3	-0.2	-1	0.9	-8	-0.1	-2.3	-11
CC(Sc1n[nH]c(-c2cccs2)n1)C(=O)Nc1ccccc1F (stereo not given)	-2	1	5	-1.1	-0.8	3	0.3	-6	0.2	-1.3	4
COc1ccccc1Cn1nnc2c(=O)[nH]c(C3CCN(C(=O)c4ccc(F)cc4)CC3)nc21	-3	1	-3	-0.8	1.3	-5	0.1	-1	-0.1	-1.6	1
C[C@H]1COC(=O)[C@H](Cc2ccc(F)cc2)CC/C=C/C[C@@H](CC(=O)N(CCO)Cc2ccccc2)C(=O)N1	-4	4	-3	-1.4	-1.8	-2	-0.5	-1	-0.7	-0.1	3
